Screening data: PubChem, several laboratories
Rab2A wt mod – changes GTP binding to wildtype dog Rab2A, up or down; P61105; GST-Rab2 wt beads, Bodipy-GTP binding, flow cytometry; GTP binding activity, % at 10 µM; 0.19% of 190,000 active; AID 760;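 active = GTP binding activity at least 20 points away from 100%, either lowered or raised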;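 also: 0% = beads with excess unlabeled GTP and 100% = no-compound control corrected for plate trend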
ABCG2 inh – blocks JC-1 efflux by human ABCG2 transporter. 0.1% of 190,000 active. IgMXP3 cells, flow cytometry. Q9UNQ0. inhibition, % at 6.6 µM;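 active = inhibition above 80%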;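 also: 0% = DMSO and 100% = nicardipine control wells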
Target sequence (Q9UNQ0 whole entry, looked up): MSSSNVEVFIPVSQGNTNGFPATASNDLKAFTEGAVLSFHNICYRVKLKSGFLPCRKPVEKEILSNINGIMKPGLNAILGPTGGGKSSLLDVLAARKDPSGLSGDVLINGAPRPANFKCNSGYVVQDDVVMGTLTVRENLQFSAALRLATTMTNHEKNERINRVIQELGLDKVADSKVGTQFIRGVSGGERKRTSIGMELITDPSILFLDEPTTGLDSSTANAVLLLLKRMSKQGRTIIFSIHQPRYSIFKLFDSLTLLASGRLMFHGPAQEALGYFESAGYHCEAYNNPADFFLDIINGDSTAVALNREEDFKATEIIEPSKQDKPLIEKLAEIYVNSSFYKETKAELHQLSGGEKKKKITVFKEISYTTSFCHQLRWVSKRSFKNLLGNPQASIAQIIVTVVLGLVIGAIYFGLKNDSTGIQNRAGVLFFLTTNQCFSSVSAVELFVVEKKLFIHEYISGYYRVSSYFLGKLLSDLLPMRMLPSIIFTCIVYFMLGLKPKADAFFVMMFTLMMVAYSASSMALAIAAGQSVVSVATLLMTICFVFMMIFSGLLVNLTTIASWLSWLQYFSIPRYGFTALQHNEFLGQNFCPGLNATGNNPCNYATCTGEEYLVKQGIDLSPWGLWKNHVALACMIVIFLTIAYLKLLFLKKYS
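Test system: ABCG2 IgMXP3 and barcoded ABCB1 CCRF-Adr cell mix; Schedule: cells with compound and JC-1, 10 min at 25 °C, rotating, no wash; Technique: flow cytometry of retained JC-1 fluorescence; Measure: % inhibition of efflux relative to nicardipine and DMSO; Controls: nicardipine high and DMSO low controls.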
HRas wt GTP bind – modulators of GTP binding to human HRas wildtype. P01112. GST-Ras wt beads, Bodipy-FL-GTP binding, flow cytometry; actives lie on both sides. GTP binding activity, % at 10 µM. 0.14% of 190,000 active. AID 759;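 active = GTP binding activity at least 20% away from the 100% baseline, either lowered as inhibitor or raised as activator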;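 also: 0% = unlabeled GTP competition control and 100% = no-compound control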
Target sequence (P01112 whole entry, looked up): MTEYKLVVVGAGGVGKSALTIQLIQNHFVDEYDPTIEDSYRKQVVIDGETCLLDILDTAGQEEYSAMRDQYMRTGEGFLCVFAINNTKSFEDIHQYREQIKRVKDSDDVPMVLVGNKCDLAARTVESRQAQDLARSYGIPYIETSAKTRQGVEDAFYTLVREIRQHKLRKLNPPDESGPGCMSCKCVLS
Mcl1-Noxa inh – disrupts binding of human Mcl-1 to Noxa peptide | TR-FRET Mcl-1/Noxa peptide binding, 2 h | inhibition, % at 21.7 µM | 1.5% of 220,000 active;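 active = compounds that cut the protein-peptide binding signal by more than 50% relative to plate controls in a single-dose test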;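 also: His-tagged Mcl-1 with rhodamine Noxa BH3 peptide and terbium anti-His antibody; 0% = Mcl-1 plus Noxa peptide wells and 100% = peptide-only wells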
ABCB1 inh – inhibitors of human ABCB1 transporter, ABCG2 counter-screen; CCRF-Adr cells, JC-1 efflux, flow cytometry; inhibition, % at 6.6 µM; 0.067% of 190,000 active; AID 1326; in the data active = inhibition above about 40%;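 also: 0% = vehicle and 100% = reference inhibitor; higher value means more JC-1 retained so stronger ABCB1 efflux block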
Rac1 wt modul – human Rac1 wildtype GTP binding, inhibitors and activators | GST-Rac1 beads, fluorescent GTP binding, flow cytometry; actives lie on both sides; 0 = cold GTP competed, 100 = untreated | AID 757 | 0.27% of 190,000 active | GTP binding activity (% of control), % at 10 µM | P63000;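 active = GTP binding activity at least 20 points away from the 100% control level, either lower or higher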
Rab7 wt modul – modulators of GTP binding to dog Rab7 wildtype GTPase; GST-Rab7 beads, fluorescent GTP binding, flow cytometry; actives lie on both sides; untreated = 100%, excess cold GTP = 0%; GTP binding activity (percent of control), % at 10 µM; 0.055% of 190,000 active; AID 758;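 active = fluorescent GTP binding to Rab7 beads changed by at least 20 points from the 100% baseline, either direction, mostly lower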;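 also: median green fluorescence of bound Bodipy-FL-GTP per Rab7 bead population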
Avidin bead fluor – avidin bead compound fluorescence profile; Avidin beads, compound fluorescence 488/530 nm, flow cytometry; active compounds read high; fluorescence (KMESF) at 10 µM; 0.38% of 220,000 active; in the data active = fluorescence above about 47; also: inactives centre near 10
Cdc42 wt GTP – changes GTP binding to wildtype human Cdc42; GST-Cdc42 beads, Bodipy-GTP binding, flow cytometry; actives lie on both sides; percent activity (GTP binding), % at 10 µM; 0.2% of 190,000 active; AID 761;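 active = percent activity GTP binding at least 20 points away from the 100% baseline, either down as inhibitor or up as activator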;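 also: median bead fluorescence of bound Bodipy-FL-GTP at 100 nM; 0% = excess unlabeled GTP control and 100% = no compound control; below 100% means less GTP binding so inhibitor and above means activator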
Target sequence (P60953 whole entry, looked up): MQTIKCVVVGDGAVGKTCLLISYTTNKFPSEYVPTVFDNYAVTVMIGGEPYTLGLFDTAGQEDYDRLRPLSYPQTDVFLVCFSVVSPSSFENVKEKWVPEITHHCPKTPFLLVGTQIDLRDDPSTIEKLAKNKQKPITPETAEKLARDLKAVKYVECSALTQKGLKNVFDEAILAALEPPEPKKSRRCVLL
Pf gamet viab – P. falciparum stage V gametocyte viability inhibition; P. falciparum stage V gametocytes, ATP luminescence, 24 h; inhibition, % at 10.9 µM; 0.065% of 150,000 active;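 active = inhibition above the mean plus 3 SD of compounds within the control limits, set per campaign, cut at about 38% in these data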;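 also: 0% = DMSO wells and 100% = medium only without gametocytes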
Rac1 act GTP bind – modulators of GTP binding to human Rac1 activated mutant; P63000; GST-Rac1 activated beads, fluorescent GTP binding, flow cytometry; actives lie on both sides; 100% means binding = to untreated wells; percent activity (GTP binding), % at 10 µM; 0.11% of 190,000 active; AID 764;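 active = GTP binding at least 20 percentage points away from the 100% baseline, in either direction, so actives lie on both sides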
Starred values were filed as active, the others as inactive; nt = not tested or not shown.

SMILES	Rab2A wt mod	ABCG2 inh	HRas wt GTP bind	Mcl1-Noxa inh	ABCB1 inh	Rac1 wt modul	Rab7 wt modul	Avidin bead fluor	Cdc42 wt GTP	Pf gamet viab	Rac1 act GTP bind
CCOc1cc(/C=C(/C#N)c2ccc(F)cc2)ccc1OCc1ccc(C(=O)O)o1	98	6	100	9	-0.2	100	101	15	98	9	95
COc1ccc(N2C(=O)CCC(C(=O)O)C2c2ccc(OC)c(OC)c2)cc1 (centres undefined)	101	1	104	3	0.6	110	104	10	102	9	102
O=C(NCCSC1CCCCC1)c1ccccc1	94	24	93	11	0.4	95	98	9	93	nt	95
COc1ccccc1OCC(=O)N1CCNC1=O	100	-2	100	16	-2.4	103	100	8	102	nt	100
CC1CN(CN2C(=O)c3ccccc3C2=O)CC(C)O1 (centres undefined)	99	1	98	-17	0.5	101	98	13	99	nt	98
O=C(O)c1ccc(NC(CSCc2cccc(F)c2)C(=O)O)c([N+](=O)[O-])c1 (centres undefined)	100	0	100	16	0.2	102	99	11	101	5	99
CCN(CC)CCNC(=S)Nc1ccc2nc3n(c(=O)c2c1)CCCCC3	101	-1	101	-3	0.2	103	106	10	98	19	98
Cc1cc(C)cc(NC(=O)C2(c3ccccc3)CC2(Cl)Cl)c1 (centres undefined)	102	3	103	4	0.6	98	100	9	101	-14	97
CCCN(CCC)S(=O)(=O)c1ccc(N2CCCC2=O)c([N+](=O)[O-])c1	97	18	100	5	2.2	106	102	4	102	-5	100
CCCn1c(SCC(=O)/C(C#N)=C(\C)N)n[nH]c1=O	97	2	99	0	0.4	102	99	4	100	nt	99
CC1=C(C(=O)OC(C)C)C(c2cccc([N+](=O)[O-])c2)n2c(cc(=O)[nH]c2=S)N1 (centres undefined)	94	-6	98	31	-1.3	101	100	3	95	-23	97
S=c1[nH]nc(-c2cccnc2)n1/N=C/c1cccs1	96	0	97	27	-0.1	97	98	11	96	-12	94
CCC(=O)Nc1cc(C(=O)O)ccc1Sc1ccccc1	98	5	95	16	1.0	99	94	13	99	-4	99
O=C(N/N=C/c1cccc(O)c1)c1ccc(COc2cccc3cccnc23)cc1	96	7	97	42	0.7	100	102	13	97	nt	94
CCc1[nH]c(=O)c(C#N)c2c1CSC(C)(C)C2	98	3	100	8	0.2	100	97	32	100	nt	99
CCOC(=O)N1CCC(NC(=O)c2ccc(CS(=O)(=O)c3ccc(OC)cc3)o2)CC1	98	0	97	-2	0.3	99	97	6	97	nt	97
COCC1CCN(Cc2cn[nH]c2-c2cc3ccccc3o2)C1 (centres undefined)	97	0	94	1	-0.4	99	94	9	97	-31	99
CC(=O)Nc1ccccc1C(=O)C(=O)Nc1ccc(C(=O)NCC2CCCO2)cc1 (centres undefined)	94	6	97	17	1.2	96	103	13	95	-7	93
COc1cc(C(=O)NCc2ccc3c(c2)cc(C)n3C)cc(OC)c1OC	99	6	99	20	1.8	97	101	22	98	18	98
Cc1onc(-c2ccccc2Cl)c1C(=O)N1CC(C)OC(C)C1 (centres undefined)	102	41	102	-5	1.5	104	99	20	102	nt	101
O=C(COC(=O)c1ccccc1)NCc1ccco1	99	0	100	43	-0.3	106	95	19	101	nt	98
O=C(Cn1c(=O)oc2ccccc21)N1CCN(c2ccccc2)CC1	101	1	103	23	0.3	103	100	8	102	-51	100
CC(CC(=O)O)C(=O)c1ccc(Cl)c([N+](=O)[O-])c1 (centres undefined)	101	1	98	8	0.2	99	106	21	98	9	95
CC(=O)Nc1ccc(S(=O)(=O)NNC(=O)COc2ccc(C(C)(C)C)cc2)cc1	100	8	100	1	1.6	103	99	11	99	-7	97
O=C(Nc1nc(-c2ccc3c(c2)OCO3)cs1)C1COc2ccccc2O1 (centres undefined)	97	6	100	1	0.1	101	94	19	100	nt	96
O=C(COC(=O)c1cnccn1)c1ccccc1	91	-1	92	11	0.0	91	95	8	93	nt	92
COc1ccc(S(=O)(=O)N[C@@H](CC(C)C)C(=O)O)cc1	102	3	103	7	-1.3	106	102	9	101	nt	98
CCO[C@@H]1OC(C(=O)NCc2ccccc2)=C[C@H](c2ccccc2)[C@H]1CCCO	96	-1	95	-7	-0.6	96	96	6	94	25	96
Cc1cccc(NC(=O)Cn2c(=O)oc3ccccc32)c1	94	4	96	16	0.8	94	97	14	94	nt	95
O=C(Cn1c(=O)oc2ccccc21)N1CCCCC1	100	3	99	13	0.5	103	103	8	101	-24	101
O=C(NCCc1ccccc1)C1CCCN(C(=O)NC2CCCCC2)C1 (centres undefined)	106	4	103	12	0.8	113	107	11	105	11	102
COc1cc(C(=O)Nc2ccc3c(c2)N(C(=O)CCN(C)C)c2ccccc2CC3)cc(OC)c1OC	99	0	102	16	-0.1	103	105	11	96	nt	97
O=C(COC(=O)C1CCCCC1)Nc1ccc([N+](=O)[O-])cc1	96	11	98	0	1.8	100	97	11	96	-4	98
Cc1ccccc1NS(=O)(=O)c1cc(OCC(N)=O)c(C)cc1Cl	97	1	98	13	0.8	101	97	5	96	-10	101
O=C(NC1CC(=O)c2sccc21)c1ccc(Cl)cc1Cl (centres undefined)	96	1	99	2	0.3	98	97	10	99	1	96
COc1ccc2c(C)c(Cc3ccccc3)c(=O)oc2c1OC	95	37	95	15	0.7	95	103	13	94	-2	94
C#CCOCCOCCOCCNc1nc(N2CCN(C(=O)[C@H](CCCCN)n3cc(C(N)[C@H](C)CC)nn3)CC2)nc(N2CCN(C(=O)[C@H](CCC(=O)O)n3cc(C(N)[C@H](C)CC)nn3)CC2)n1 (some centres undefined)	98	1	99	32	0.7	99	99	5	98	nt	98
Cc1cccc(NC2=NC(=S)N(CC#N)C23CCCCC3)c1	100	6	99	-12	2.2	104	98	14	99	nt	100
COc1ccc(-c2nc(C#N)c(NCC3CCCO3)o2)cc1 (centres undefined)	91	6	94	8	0.9	93	95	8	95	nt	93
O=C(NCc1ccc(F)cc1)C1CCCN(S(=O)(=O)c2cccc3nsnc23)C1 (centres undefined)	100	2	100	5	0.7	101	99	14	101	nt	100
CC1CCCN(C(=O)CSCC(=O)Nc2nc(-c3cccs3)cs2)C1 (centres undefined)	98	5	101	0	1.2	102	100	7	99	nt	98
COCCNC(=O)NC(=O)COC(=O)c1ccc2[nH]c3c(c2c1)CCCC3	96	7	94	37	0.1	99	102	11	94	-5	95
CCCCNC(=S)N(Cc1c(C)noc1C)c1ccccc1	102	2	101	4	0.8	101	98	18	98	-4	100
CCN(CC)C(=O)c1sc2[nH]c(=S)n(-c3ccccc3)c(=O)c2c1C	103	-3	102	8	0.5	102	106	7	102	-10	100
COC(=O)COC(=O)c1ccc(Oc2nc(OC)nc(N(C)C)n2)cc1	96	-5	95	2	-2.5	93	91	4	96	-7	97
Cc1cc(C(=O)Nc2c(C)cccc2C)n(-c2ccccc2)n1	101	0	97	15	0.3	107	97	8	100	nt	101
COc1ccc(CN2C(=O)C(O)(CC(=O)c3c(C)n[nH]c3C)c3ccccc32)cc1OC (centres undefined)	109	1	112	3	0.4	108	106	17	113	-2	101
Cc1ccc(S(=O)(=O)/C(C#N)=C/c2c(N3CC(C)OC(C)C3)nc3c(C)cccn3c2=O)cc1 (centres undefined)	98	2	98	6	2.2	97	99	8	98	-21	94
CC(=O)c1cccc(NC(=O)c2ccc(C)o2)c1	95	7	98	3	0.8	104	99	11	95	4	96
CCc1cc2c(=O)c(-c3nc(C)cs3)coc2cc1OC(C)C(=O)NCCO (centres undefined)	96	1	100	10	0.1	102	98	4	103	nt	103
O=C(NCCCN1CCN(c2ccccc2)CC1)Nc1ccccc1C(F)(F)F	98	1	99	3	0.5	98	97	5	99	5	97
Cc1cc(NC(=O)c2ccccc2O)nc(C)n1	105	7	103	6	0.0	106	111	9	100	-10	97
CC(=O)c1ccc(NC(=O)CSc2nc(=O)cc(N)n2-c2ccccc2)cc1	98	7	99	19	0.7	99	105	10	95	-8	97
O=C(Cn1cnc2c(oc3ccccc32)c1=O)N1CCCC1	98	0	101	8	-1.1	107	96	9	97	32	97
Cc1ccc(/C=C/C(=O)O)cc1S(=O)(=O)NC1CCS(=O)(=O)C1 (centres undefined)	95	4	96	-21	0.6	98	95	9	95	-4	94
Cc1csc(Nc2ccccc2)[n+]1-c1ccccc1	95	0	95	5	0.1	97	94	23	96	7	95
CCOc1cc(N2CCOCC2)c(OCC)cc1NC(=O)CSc1ncccn1	100	3	98	11	0.2	98	104	9	102	-16	96
Fc1ccc(CNc2cnccn2)cc1	97	2	98	14	0.2	99	100	23	98	nt	98
O=C(NCc1ccncc1)NC12CC3CC(CC(C3)C1)C2	99	1	98	2	-0.4	103	104	6	97	nt	97
Cc1nc2ccccc2c(=O)n1NC(=O)/C=C/c1ccccc1	97	-1	100	17	0.2	104	98	10	101	5	97

The list goes on.
SMILES	Rab2A wt mod	ABCG2 inh	HRas wt GTP bind	Mcl1-Noxa inh	ABCB1 inh	Rac1 wt modul	Rab7 wt modul	Avidin bead fluor	Cdc42 wt GTP	Pf gamet viab	Rac1 act GTP bind
Cc1ccc2oc3c(c(=O)c2c1)C(c1cccc(Br)c1)N(Cc1ccco1)C3=O (centres undefined)	96	1	97	17	0.7	96	95	11	97	8	96
O=C(/C=C/c1ccco1)NC(=S)Nc1ccc(O)c(-c2nc3ccccc3s2)c1	95	-2	100	52*	-0.5	106	100	13	106	-4	98
CNC(=O)c1sccc1SCc1ccc(Cl)cc1Cl	104	2	95	13	0.6	102	98	14	104	nt	100
O=C(CSc1nc2ccccc2c(=O)n1CCCN1CCOCC1)N1CCN(c2ccccc2)CC1	96	5	96	5	1.8	95	95	9	97	14	93
O=C(CCc1ccccc1)NNC(=O)COc1ccccc1	97	2	95	1	0.3	95	96	9	95	nt	94
Cc1occc1C(=O)NCc1ccc(C(=O)O)o1	99	-1	101	3	-0.1	102	98	5	100	nt	98
O=C1CC(C(=O)Nc2cccc(F)c2)n2ncnc2N1 (centres undefined)	98	2	98	-6	0.8	100	97	13	101	-1	99
CC(=O)NCc1ccc(-c2nc3ccccc3s2)cc1	101	2	99	9	0.5	102	100	10	101	22	96

3 of these compounds in another layout:
| Structure | Rab2A wt mod | ABCG2 inh | HRas wt GTP bind | Mcl1-Noxa inh | ABCB1 inh | Rac1 wt modul | Rab7 wt modul | Avidin bead fluor | Cdc42 wt GTP | Pf gamet viab | Rac1 act GTP bind |
| --- | --- | --- | --- | --- | --- | --- | --- | --- | --- | --- | --- |
| Cc1ccc2oc3c(c(=O)c2c1)C(c1cccc(Br)c1)N(Cc1ccco1)C3=O (centres undefined) | 96 | 1 | 97 | 17 | 0.7 | 96 | 95 | 11 | 97 | 8 | 96 |
| CNC(=O)c1sccc1SCc1ccc(Cl)cc1Cl | 104 | 2 | 95 | 13 | 0.6 | 102 | 98 | 14 | 104 | nt | 100 |
| O=C(CCc1ccccc1)NNC(=O)COc1ccccc1 | 97 | 2 | 95 | 1 | 0.3 | 95 | 96 | 9 | 95 | nt | 94 |
